phage Ecoli inh: growth loss of phage-infected E. coli, primary screen, RecBCD inhibitor project, absorbance, with phage, HTS; inhibition, % at 11.9 µM; 0.26% of 360,000 active; AID 651602, 2012; in the data active = inhibition above about 11%
AddAB inh: growth inhibition of E. coli expressing H. pylori AddAB, primary screen, AddAB inhibitor project, absorbance; inhibition, % at 11.9 µM; 0.29% of 330,000 active; in the data active = inhibition above about 12%;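 also: 0% = vehicle wells of infected cells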
SR-BI uptake up: activators of SR-BI mediated DiI-HDL uptake, primary screen, ldlA[mSR-BI] CHO cells, DiI fluorescence. 0.096% of 320,000 active. 3 h; 100 = double the neutral-control signal. activation, % at 12.5 µM. AID 504775, 2011;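 active = mean replicate activation of at least 60% and every replicate at or above 60%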;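 also: 0% = median plate neutral-control signal and 100% = twice that signal; values of inactives mirror those of a sister screen read the other way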
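material = CHO ldlA[mSR-BI] cells | medium = Ham's F12 with 0.5% BSA, HEPES 25 mM, pH 7.4 | reagent = fluorescent DiI-HDL, 10 µg/mL final | compound dosing = single-point compound dose | incubation = 3 h, 37 °C | measured by = bottom-read fluorescence, 550/595 nm | measure = HDL uptake via cellular fluorescence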
Wnt act: Wnt/beta-catenin pathway activators, primary screen, cell-based, plate reader, single point | Wnt/beta-catenin reporter cell assay, activator | 1.2% of 300,000 active | activation, % at 9.35 µM; in the data active = activation above about 30%, passing the limit was not always enough;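 also: 0% = neutral control wells and 100% = positive control wells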
CAL PDZ FP-1: CAL PDZ peptide-binding inhibitors, primary screen, biochemical, fluorescence polarization, Cer-tagged CAL PDZ, HTS; Golgi-associated PDZ and coiled-coil motif-containing protein (Homo sapiens), Q9HD26; purified CAL PDZ, TMR-peptide fluorescence polarization, 1 h; inhibition, % at 20 µM; 0.02% of 330,000 active; AID 504414, 2011;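 active = highest replicate inhibition of at least 40%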;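 also: plate controls were DMSO neutral control wells for no effect and unlabeled competitor peptide control wells for full effect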
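System: tagged CAL PDZ domain. Schedule: 1 h room-temperature incubation prior to read. Signal: fluorescence polarization (mP). Measure: percent inhibition from loss of millipolarization.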
E coli growth: E. coli V3065 growth inhibition, primary screen, counter-screen for AddAB inhibitor project, absorbance, OD600; 18 h; inhibition, % at 11.9 µM; 0.27% of 330,000 active;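 active = inhibition above the campaign's mean inhibition across all tested compounds plus 3 SD, cut at about 9.9% in these data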;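 also: uninfected addAB+ strain grown without phage in ampicillin broth; 0% = DMSO wells and 100% = ciprofloxacin 0.95 µg/ml wells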
Tat transport: E. coli Tat export inhibitors, primary screen, MC4100, TorA-mCherry reporter, fluorescence, single point; inhibition, % at 10 µM; AID 488895, 2010; 0.036% of 340,000 active;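 active = mean replicate inhibition at least 50% and at least half of replicates individually reaching 50%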;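 also: exported cargo escapes ClpAP degradation while cytoplasmic cargo is degraded and loses fluorescence; 0% = median of neutral control wells and 100% = median of NaSCN control wells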
CAL PDZ FP-2: untagged CAL PDZ binding inhibitors, primary screen, biochemical, fluorescence polarization, HTS; Golgi-associated PDZ and coiled-coil motif-containing protein (Homo sapiens), Q9HD26; purified CAL PDZ, TMR-peptide fluorescence polarization, 1 h; inhibition, % at 24.9 µM; 0.92% of 300,000 active; AID 602252, 2012;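 active = mean inhibition of at least 30% with at least half of replicates also reaching 30%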;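 also: 0% = DMSO neutral control and 100% = excess unlabeled competitor peptide PRC23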
SR-BI HDL uptake: inhibitors of SR-BI mediated HDL lipid uptake, primary screen, ldlA[mSR-BI] cells, fluorescence, single point; Scavenger receptor class B member 1 (Mus musculus), Q61009; 0.96% of 320,000 active; ldlA[mSR-BI] CHO cells, DiI-HDL uptake fluorescence, 3 h; inhibition, % at 12.5 µM;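 active = mean replicate inhibition of at least 70% and a set share of replicates each scoring 70 or more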;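 also: 0% = median of neutral control wells and 100% = median of positive control wells; values of inactives mirror those of a sister screen read the other way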
Target sequence (Q61009 whole entry, looked up): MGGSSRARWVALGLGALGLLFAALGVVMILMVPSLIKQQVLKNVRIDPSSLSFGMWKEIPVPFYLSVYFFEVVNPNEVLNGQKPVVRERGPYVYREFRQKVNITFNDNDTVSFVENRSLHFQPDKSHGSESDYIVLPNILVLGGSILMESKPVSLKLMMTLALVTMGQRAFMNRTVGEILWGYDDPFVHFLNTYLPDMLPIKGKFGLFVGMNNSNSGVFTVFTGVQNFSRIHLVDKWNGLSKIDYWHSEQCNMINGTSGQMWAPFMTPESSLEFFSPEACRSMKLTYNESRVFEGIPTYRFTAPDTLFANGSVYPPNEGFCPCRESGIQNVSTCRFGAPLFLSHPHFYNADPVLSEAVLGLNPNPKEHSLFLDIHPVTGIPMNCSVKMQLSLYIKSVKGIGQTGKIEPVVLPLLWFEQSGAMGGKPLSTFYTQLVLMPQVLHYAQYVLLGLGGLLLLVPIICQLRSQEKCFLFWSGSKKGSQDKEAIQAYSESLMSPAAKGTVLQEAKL
MITF act: activators of MITF-driven TRPM1 promoter reporter, primary screen, cell-based, SK-MEL-5, luciferase, single point; 0.75% of 300,000 active; activation, % at 12.5 µM; SK-MEL-5 TRPM1-promoter luciferase, 24 h; % of positive control, neutral wells = 0; AID 588334, 2011;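 active = mean activation of at least 80% with every replicate also reaching 80%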;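 also: 0% = neutral control wells and 100% = parthenolide positive control wells; values of inactives mirror those of a sister screen read the other way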
Active calls of the source: *; . = not tested or not shown.

SMILES	phage Ecoli inh	AddAB inh	SR-BI uptake up	Wnt act	CAL PDZ FP-1	E coli growth	Tat transport	CAL PDZ FP-2	SR-BI HDL uptake	MITF act
O=C(NNC(=O)c1cccc(Br)c1)Nc1ccc(Cl)cc1	5.5	0.3	13	2	-1.4	-1.6	-2	1	-13	-1
Cn1c(=O)[nH]c(=O)c2c1nc(SCCN1CCOCC1)n2CCCc1ccccc1	1.9	-1.1	22	-5	-2.3	-1.6	2	.	-22	.
O=C(NCCCN1CCCC1=O)C1CCN(S(=O)(=O)N2CCOCC2)CC1	1.9	.	21	.	-0.4	.	-3	-5	-21	-18
COc1ccc(C2(C(=O)N3CCC(n4nc(-c5ccccc5)oc4=O)CC3)CC2)cc1	.	-0.1	7	.	0.0	0.1	-5	.	-7	3
Cc1ccc(-c2csc(CC(N)=O)n2)cc1	0.6	0.6	3	4	-3.1	0.3	10	27	-3	-2
COc1cc(NC(=O)c2ccccc2)c(OC)cc1NC(=O)CSc1[nH]c(=O)cc(C)c1C#N	1.8	2.3	.	-4	-2.9	0.4	3	-2	.	-19
Cc1ccc(OCCCNC2CCCC2)cc1	4.5	-1.0	21	15	-0.5	-3.6	-2	3	-21	3
CC(NC(=O)/C=C/c1ccco1)c1nc2ccccc2n1Cc1c(Cl)cccc1Cl (stereo not drawn)	-0.2	2.2	-8	0	-2.1	-4.1	1	-3	8	-6
O=C(Nc1nccs1)C1CCN(S(=O)(=O)c2cnc[nH]2)CC1	0.5	-2.4	.	.	0.2	0.2	1	-1	.	-3
CN(CC(=O)Nc1ccccc1C(=O)N1CCCC1)S(=O)(=O)c1ccc(Cl)cc1	1.7	1.1	0	.	-0.8	-1.1	-1	1	0	-3
CC(C)(C)C(=O)COC(=O)C1CC(=O)N(c2ccccc2)C1 (stereo not drawn)	4.3	0.8	26	-2	-2.8	-0.9	5	-1	-26	4
CC(=O)Nc1ccc(OS(=O)(=O)c2cc(Cl)ccc2C)cc1	2.1	0.1	11	0	-2.6	-1.6	-11	-1	-11	2
COc1ccc(/C(O)=C2/C(=O)C(=O)N(c3ccccn3)C2c2ccc(OC)cc2)cc1 (stereo not drawn)	1.4	.	14	3	-0.7	.	2	-3	-14	5
Cn1c(-c2sc3ccccc3c2Cl)n[nH]c1=S	2.0	0.8	-2	.	-1.7	1.0	3	-4	2	.
Cc1cc(C)n(-c2nc(N(C)C)nc(N(C)C)n2)n1	-2.0	-1.3	31	.	0.5	5.0	-2	-1	-31	3
CCOc1ccc(CC(=O)NC2CC(C)(C)N(C)C(C)(C)C2)cc1OCC	3.5	5.4	-1	-1	-0.8	0.2	-3	-8	1	-6
Cn1cccc1/C=C1\SC(=S)N(Nc2ccccc2)C1=O	2.7	2.6	23	15	0.8	-0.3	13	.	-23	.
CCC1(c2ccccc2)NC(=O)N(CC(=O)Nc2ccc3c(C)cc(=O)oc3c2)C1=O (stereo not drawn)	0.5	1.7	12	-2	-0.6	0.8	10	9	-12	5
Cc1[nH]c2ccccc2c1C(=O)COc1ccccc1	6.0	3.7	15	10	-1.2	2.7	-5	5	-15	11
Cn1c2ccc(F)cc2c2nc3ccccc3nc21	2.5	0.8	6	23	-5.8	4.5	-1	-3	-6	-3
Cc1ccc(-n2nc(C)c3c2OC(N)=C(C#N)C3c2ccc(C)o2)cc1 (stereo not drawn)	2.4	1.5	2	4	0.3	-2.0	1	-7	-2	13
O=C1CCCN1CCCNc1ncnc2c1cnn2-c1ccc(Cl)cc1	1.3	0.2	-3	8	-1.8	-0.5	-2	.	3	24
C=CC1=C(C(=O)O)N2C(=O)C(NC(=O)Cc3ccccc3)C2SC1 (stereo not drawn)	-0.1	1.8	4	-2	-0.1	-2.8	-12	0	-2	-8
COc1ccc(CNC(=O)COc2ccc(S(=O)(=O)N3CCCCC3)cc2)cc1	-0.4	3.0	6	-3	-2.5	1.0	-6	-3	-6	-5
CN(C)CC(C(=O)c1ccccc1)c1ccccc1 (stereo not drawn)	1.0	-0.2	17	.	-0.1	1.3	-9	0	-17	-90
Cc1nn(-c2ccccn2)c2c1-c1nc(N3CCOCC3)ncc1CC2	-0.5	-1.4	-6	.	-0.6	-0.8	3	-4	6	16
CCOc1ccc(CC2S/C(=N/N=C/c3ccco3)NC2=O)cc1 (stereo not drawn)	2.9	4.4	18	0	-0.7	-2.8	-10	3	-18	-1
COc1ccc(N2CCN(C(=O)Cn3cnc4c3c(=O)n(C)c(=O)n4C)CC2)cc1	1.2	-0.3	3	-1	-5.8	0.9	-2	-4	-3	12
COc1ccc(-c2nnc(SCC(=O)NC3CCCCC3)o2)cc1	3.1	3.9	10	11	-2.2	-0.7	9	8	-10	13
COc1cccc(-n2nnnc2SCC(=O)c2ccc(NC(C)=O)cc2)c1	0.6	1.6	20	-1	-3.5	1.1	8	-17	-20	11
Clc1nc2ccccc2cc1-c1nnn(-c2ccccc2Br)n1	2.8	1.1	-11	30	-0.2	0.7	3	-2	11	47
O=C(NC(Cc1ccccc1)C(=O)O)/C(=C/c1ccc(Cl)cc1)NC(=O)c1ccco1 (stereo not drawn)	1.0	2.0	12	-1	-0.6	-0.4	4	-4	-12	-2
Cc1ccc(C(=O)COC(=O)CNC(=O)C(c2ccccc2)c2ccccc2)cc1[N+](=O)[O-]	1.1	1.0	36	2	-0.4	-0.7	-8	-10	-36	8
C/C(=N\NC(=O)c1ccco1)c1ccc(NC(=O)C(F)(F)F)cc1	2.7	.	-11	1	-2.5	.	5	-2	11	16
O=C(Nc1cccc([N+](=O)[O-])c1)Nn1cnnc1	-0.7	2.0	-5	0	-1.3	-0.2	4	.	5	15
CCC1=C(OC(=O)c2ccccc2)C(C)(C)C(c2ccccc2)OC1=O (stereo not drawn)	1.7	3.4	5	.	-0.5	1.0	9	-3	-5	0
COc1ccc(-n2c(C)cc(C(=O)Cn3nc(C(=O)O)c4ccccc4c3=O)c2C)cc1	6.4	1.5	-22	.	-1.6	0.7	-4	-1	22	4
Cc1csc(NC(=O)CN2C(=O)C3CC=CCC3C2=O)n1 (stereo not drawn)	3.6	4.8	-3	-2	-0.6	-0.9	1	-2	3	-6
CC(C)(C)OC(=O)C[C@@H]1C/C=C\C[C@H](CC(=O)N[C@H](CO)Cc2ccccc2)C(=O)N2CCC[C@H]2COC1=O	3.2	0.4	9	-2	-0.3	-0.5	-2	-4	-9	1
Cc1ccc(C2=NS(=O)(=O)N(C)C(C(=O)NC3CCCC3)=C2)cc1	0.4	-1.7	9	2	0.0	-0.8	-12	7	-9	.
O=c1cnn(-c2ccccc2)c(-c2ccccc2)c1	4.2	1.4	-9	.	.	-0.3	-1	-2	9	17
O=C1C=CC(=O)N1Cc1cccnc1	1.4	.	-18	-3	0.3	.	-1	-1	18	0
Cc1ccc(N2CC(C(=O)Nc3cccnc3)CC2=O)cc1C (stereo not drawn)	0.6	2.0	.	-1	-1.9	-0.6	3	0	.	.
CC(=O)NCCC(=O)N1CCc2c([nH]c3ccccc23)C1c1cccc(C)c1 (stereo not drawn)	6.2	1.3	-63	3	-0.3	2.5	10	-2	63	1
COc1ccc(-c2coc3cc(OC)cc(O)c3c2=O)cc1	2.9	-2.5	12	.	-2.1	-2.2	20	0	-12	96*
Cc1cc(C)nc(SCc2ccc(C(=O)NN=C3CCCC3)cc2)n1	1.5	1.4	6	-1	-1.8	-1.7	-5	-1	-6	-4
COC(=O)C(Cc1ccccc1)NC(=O)CSc1nc(C)cc(=O)[nH]1 (stereo not drawn)	1.8	1.9	10	-1	-0.2	-2.4	-3	.	-10	7
Cn1c(SCc2ccccc2C#N)nnc1-c1ccncc1	0.6	0.4	27	-2	1.5	-2.5	-3	-5	-27	.
O=C(CCN1C(=O)/C(=C/c2ccccc2Cl)SC1=S)NNC(=O)c1cccnc1	-0.6	5.2	-31	0	-0.5	1.5	4	-8	31	-10
COc1ccc(NC(=O)N2CCC(n3nnc4cc(C)ccc43)CC2)cc1	2.8	2.8	-53	-1	0.0	-1.1	4	3	53	.

Remaining list, next part:
SMILES	phage Ecoli inh	AddAB inh	SR-BI uptake up	Wnt act	CAL PDZ FP-1	E coli growth	Tat transport	CAL PDZ FP-2	SR-BI HDL uptake	MITF act
COc1ccc(NC(=O)C(OC(=O)c2ccc([N+](=O)[O-])o2)c2ccccc2)cc1Cl (stereo not drawn)	1.2	-0.9	-19	.	-2.3	-1.9	-1	-3	19	-2
c1ccc(NCc2nnc3n2CCCCC3)cc1	1.1	3.9	2	.	-1.2	-0.1	7	-3	-2	-1
O=C(NNC(=S)Nc1ccc(Cl)cc1)c1ccccc1	-2.3	-1.4	6	0	0.5	-5.3	-10	-3	-6	32
CC(=O)N1CCCc2cc(S(=O)(=O)Nc3cccc(C)c3C)ccc21	1.9	3.0	8	2	-3.3	-0.6	-7	-1	-8	12
COC(=O)C1CCN(C(=O)C(C)Oc2ccc(Cl)cc2Cl)CC1 (stereo not drawn)	.	2.7	-1	-3	-0.2	1.5	-4	.	1	12
CC(=O)N1CC(C)Oc2ccc(S(=O)(=O)NC(CC(=O)O)c3ccccc3C)cc21 (stereo not drawn)	2.1	3.9	5	0	-1.7	-1.9	-3	-3	-5	3
COc1ccccc1C(=O)NCCC(=O)Nc1cccc(S(=O)(=O)N2CCCC2)c1	3.5	1.5	-9	2	-0.7	-0.5	7	-3	9	-1
COc1cccc(C2[C@H](C)C3(CCN2C)OCCO3)c1 (stereo partly drawn)	1.2	4.0	-8	0	-2.2	0.7	-14	-2	8	-3
CC1(C(=O)NCc2cc(F)cc(C(F)(F)F)c2)C=CC2(CCCCC2)N1C(=O)c1ccccc1 (stereo not drawn)	0.8	0.0	31	0	-1.8	1.6	-7	2	-31	0
Cc1cc(C)nc(/N=C(\NC(=O)C(C)(C)C)Nc2ccccc2)n1	-0.1	2.4	2	2	-0.2	-1.2	3	.	-2	.

Shown with each value named: entries from further up
COC(=O)C(Cc1ccccc1)NC(=O)CSc1nc(C)cc(=O)[nH]1 (stereo not drawn)
  phage Ecoli inh: 1.8	AddAB inh: 1.9	SR-BI uptake up: 10	Wnt act: -1	CAL PDZ FP-1: -0.2	E coli growth: -2.4	Tat transport: -3	CAL PDZ FP-2: .	SR-BI HDL uptake: -10	MITF act: 7
Cn1c(SCc2ccccc2C#N)nnc1-c1ccncc1
  phage Ecoli inh: 0.6	AddAB inh: 0.4	SR-BI uptake up: 27	Wnt act: -2	CAL PDZ FP-1: 1.5	E coli growth: -2.5	Tat transport: -3	CAL PDZ FP-2: -5	SR-BI HDL uptake: -27	MITF act: .
